# NR3A LBD binder: modulators (binders) of human NR3A ligand-binding domain; NR3A LBD differential scanning fluorimetry, Tm shift; 0% = protein alone, 100% = glycine-bound protein; Tm shift relative to glycine control, % at 25 µM; 340,000 compounds, 2.5% hits; AID 1259313;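 active = melting temperature shift of at least 10% of the positive control shift, at one fixed dose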
# MPTP block: blocks calcium-induced mitochondrial swelling; inhibition, % at 10 µM; 360,000 compounds, 1.4% hits; isolated mouse mitochondria, Ca2+ swelling absorbance, 30 min; AID 602449;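 active = inhibition of 50% or more, scaled per plate between neutral and stimulator controls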;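 also: 0% = DMSO wells given calcium and 100% = 1 mM EGTA wells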
# Gli-Sufu block: blocks Gli-Sufu signaling in a luciferase reporter | 340,000 compounds, 0.74% hits | AID 588413 | inhibition, % at 5 µM | Sufu-KO-LIGHT fibroblasts, Gli luciferase reporter luminescence;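 active = inhibition above about 55%, limit read from the data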;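 also: 0% = DMSO-treated cells and 100% = wells with medium but no cells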
# APOBEC3G inh: APOBEC3G (human) deaminase inhibition; Q9HC16; recombinant A3G, ssDNA deamination FAM/TAMRA fluorescence; inhibition, % at 20 µM; 330,000 compounds, 0.28% hits;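 active = inhibition of at least 40% at 20 µM, with no more than 30% in the related APOBEC3A deaminase screen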;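 also: plate controls were DMSO wells with A3G for no effect and wells lacking A3G enzyme for full effect; some compounds called inactive have numbers as strong as hits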
# APOBEC3A inh: blocks human APOBEC3A ssDNA deamination; recombinant A3A, FAM/TAMRA ssDNA deamination fluorescence; inhibition, % at 20 µM; 330,000 compounds, 0.41% hits; AID 493011;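 active = at least 40% inhibition at 20 µM here, with at most 30% in a related deaminase screen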;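 also: plate controls were A3A with DMSO for no effect and wells lacking A3A enzyme for full effect; some results filed as inactive read as strong as hits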
# Target sequence (P31941 whole entry, looked up): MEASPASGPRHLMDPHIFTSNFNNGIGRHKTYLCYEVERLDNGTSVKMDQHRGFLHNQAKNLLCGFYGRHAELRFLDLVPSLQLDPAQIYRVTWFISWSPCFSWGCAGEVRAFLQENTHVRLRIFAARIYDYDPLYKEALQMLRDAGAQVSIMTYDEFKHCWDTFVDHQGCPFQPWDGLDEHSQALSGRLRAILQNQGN
# CXCR6 block: CXCR6 (human) receptor inhibition; O00574; CHO-K1 PathHunter CXCR6 beta-arrestin, luminescence; inhibition, % at 20 µM; 360,000 compounds, 0.36% hits; in the data active = inhibition above about 34%, passing the limit was not always enough;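 also: antagonist mode with CXCL16 agonist at 10 nM final; 0% = 10 nM CXCL16 with DMSO and 100% = unstimulated wells without agonist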
# CCR6 antagonist: antagonists of human CCR6 receptor | P51684 | CHO-K1 CCR6 PathHunter beta-arrestin, luminescence, CCL20-stimulated | inhibition, % at 20 µM | 340,000 compounds, 0.49% hits | AID 493098;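 active = compounds whose inhibition of the agonist-driven luminescence signal at 20 µM reaches about 50%, limit read from the data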;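 also: cells stimulated with CCL20 at 14 nM final; plate controls were DMSO with CCL20 for no effect and DMSO without agonist for full effect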
# Target sequence (P51684 whole entry, looked up): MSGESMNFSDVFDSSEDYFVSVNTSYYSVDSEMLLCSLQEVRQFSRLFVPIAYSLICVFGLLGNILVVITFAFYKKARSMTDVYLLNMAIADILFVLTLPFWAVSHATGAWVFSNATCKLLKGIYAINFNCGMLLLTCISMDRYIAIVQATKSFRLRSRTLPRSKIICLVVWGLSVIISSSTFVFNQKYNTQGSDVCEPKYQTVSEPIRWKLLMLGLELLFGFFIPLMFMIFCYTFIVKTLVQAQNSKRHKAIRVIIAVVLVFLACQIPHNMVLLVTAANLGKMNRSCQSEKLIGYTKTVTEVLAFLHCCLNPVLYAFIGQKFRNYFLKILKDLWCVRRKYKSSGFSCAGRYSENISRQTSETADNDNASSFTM
# EBI2 antag: antagonists of human EBI2 receptor. P32249. EBI2 beta-arrestin recruitment, luminescence, 7a,25-OHC stimulated. inhibition, % at 5 µM. 360,000 compounds, 0.81% hits; in the data active = inhibition above about 38%;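 also: enzyme fragment complementation signal reports receptor beta-arrestin coupling in cells; 0% = agonist plus DMSO wells and 100% = wells without agonist; some results beyond the cut were filed as inactive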
# Target sequence (P32249 whole entry, looked up, the tested form may be a part): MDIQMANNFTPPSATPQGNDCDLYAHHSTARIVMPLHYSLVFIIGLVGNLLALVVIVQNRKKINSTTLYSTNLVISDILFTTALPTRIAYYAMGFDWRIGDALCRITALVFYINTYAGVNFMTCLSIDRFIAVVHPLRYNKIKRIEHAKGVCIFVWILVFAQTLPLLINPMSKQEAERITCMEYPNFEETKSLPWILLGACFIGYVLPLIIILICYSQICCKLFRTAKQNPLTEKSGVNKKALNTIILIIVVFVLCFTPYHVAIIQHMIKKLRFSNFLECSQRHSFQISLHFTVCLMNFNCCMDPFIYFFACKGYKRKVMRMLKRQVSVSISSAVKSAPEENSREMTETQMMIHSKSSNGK
# * marks the source's active call; other numbers are inactive results; . = no result given. Outcome played no part in choosing rows; 5.8% or so of the library scored in one or more.
SMILES,NR3A LBD binder,MPTP block,Gli-Sufu block,APOBEC3G inh,APOBEC3A inh,CXCR6 block,CCR6 antagonist,EBI2 antag
O=S(=O)(NCCSc1ccccc1)c1cccs1,1,1.6,-3,-3,-1,-4,-8,3
COc1ccc(-c2nnc(N(C)C(=O)c3ccco3)s2)cc1OC,2,0.3,4,-6,1,4,12,2
COc1ccc(CCn2c(-c3ccc(Cl)cc3)n[nH]c2=S)cc1OC,0,-0.9,3,35,-1,-2,-10,-3
COc1ccc(C(=O)c2ccc(OC)c(OC)c2OC)cc1,2,-2.3,-10,.,.,-2,-1,0
COc1ccc(-c2nc(CN3CCN(Cc4cccc(Cl)c4)CC3)c(C)o2)cc1,0,0.4,27,-7,-4,-7,10,-9
CCOc1cc(C2NC(=S)NC(C)=C2C(=O)Nc2ccc(OC)cc2)ccc1O (centres undefined),-1,-0.5,0,-3,0,-2,8,-2
Cc1cc(NC(=O)c2ccco2)no1,-10,0.6,-4,-5,-5,6,-5,-8
O=C(CN1CC(=O)Nc2ccccc21)Nc1ccc(F)c(F)c1,-2,-1.7,20,-3,2,-4,-10,-7
C=COC(=O)c1sc2nc(C)cc(C)c2c1N,-1,-1.3,-4,-5,-3,-5,2,10
COc1ccc(-c2nc3cc([N+](=O)[O-])ccc3o2)cc1,1,3.4,-112,-8,2,-4,-6,3
Cn1c(N)c(C(c2ccccc2)c2c(N)n(C)c(=O)n(C)c2=O)c(=O)n(C)c1=O,-5,-2.0,0,3,2,-8,-6,1
CNC[C@H]1Oc2ccc(NC(=O)Nc3ccccc3)cc2CC(=O)N([C@H](C)CO)C[C@H]1C,-11,0.4,-18,-7,0,0,-2,-3

# Structures above containing four or more nitrogen atoms, in the order listed:
SMILES,NR3A LBD binder,MPTP block,Gli-Sufu block,APOBEC3G inh,APOBEC3A inh,CXCR6 block,CCR6 antagonist,EBI2 antag
Cn1c(N)c(C(c2ccccc2)c2c(N)n(C)c(=O)n(C)c2=O)c(=O)n(C)c1=O,-5,-2.0,0,3,2,-8,-6,1
CNC[C@H]1Oc2ccc(NC(=O)Nc3ccccc3)cc2CC(=O)N([C@H](C)CO)C[C@H]1C,-11,0.4,-18,-7,0,0,-2,-3

# Next part.
SMILES,NR3A LBD binder,MPTP block,Gli-Sufu block,APOBEC3G inh,APOBEC3A inh,CXCR6 block,CCR6 antagonist,EBI2 antag
COc1ccccc1N(CC(=O)NCC1CCCO1)C(=O)CNS(=O)(=O)c1ccc(Cl)cc1 (centres undefined),-1,1.1,7,-3,-4,-4,1,11
O=C1NC(=Nc2cccnc2)S/C1=C\c1cccc(F)c1,-9,5.2,-4,-7,1,3,10,-7
Cc1ccc(C)c(-c2cc(C(=O)Nc3nccs3)c3ccccc3n2)c1,-1,-0.4,0,-2,3,7,-9,-31
NC(=O)c1ccccc1NC(=O)Nc1ccccc1Cl,0,-1.5,-10,-5,-6,1,11,2
Cc1cc(C(=O)Nc2ccncc2)c2ccccc2n1,-1,-2.0,4,8,0,8,-7,-10
COc1ccc2[nH]c(=O)c(CN(CCO)C(=O)c3ccccc3F)cc2c1,2,-4.0,1,-2,-1,0,-3,4
COc1ccccc1CNC(=O)C(C)n1cccc1C(=O)c1ccccc1 (centres undefined),-1,2.0,-2,0,0,4,18,9
COc1ccc(NS(=O)(=O)c2ccc(N3CCN(CCO)CC3)c([N+](=O)[O-])c2)cc1,0,2.1,51,-4,4,7,-5,-7
CN1CCN(C(=O)c2ccc3c(c2)N(Cc2ccc(Cl)cc2)C(=O)c2ccccc2S3=O)CC1 (centres undefined),1,-1.0,-3,2,0,-3,3,-1
Cc1ccc(Nc2c(-c3ccc(C)o3)nc3ncccn23)cc1,-2,0.6,-4,-2,-8,-15,9,-8
COc1ccc(CN(C)CC(O)COC(c2ccc(OC)cc2)c2ccc(OC)cc2)cc1 (centres undefined),2,1.1,15,-5,9,7,4,1
CC(=O)OCCN(CCCn1c(-c2ccncc2)nc2ccccc21)c1nc(-c2ccc(C)cc2)cs1,-1,-0.9,18,-6,3,7,4,-1
COc1cc(OC)cc(C(=O)NC(=S)Nc2ccc(NC(=O)c3ccco3)cc2)c1,18*,-0.3,1,-6,-1,-11,12,-17
CC(O)CNc1nc2c(c(=O)n(C)c(=O)n2C)n1C/C=C/c1ccccc1 (centres undefined),0,-0.1,17,-1,-2,2,-11,-2
CCC(C)NC(=O)Nc1ccc(Br)cc1 (centres undefined),1,44,-11,7,5,-1,-13,-7
OCCNc1nc2ccccc2n1CCN1CCCCC1,-1,-1.3,4,-3,-2,4,-26,-11
C=CCN1C=CC(=O)[C@@H](O)[C@H]1c1ccccc1Br,2,-0.6,-1,.,.,-4,-5,-10
N#Cc1c(-c2ccccc2)nc(-c2cccnc2)[nH]c1=O,-2,-1.4,5,-8,-1,-7,7,1
COc1ccc(OC)c(CCNC(=O)c2ccc3c(c2)N(Cc2ccc(F)cc2)CCS3)c1,3,-1.8,18,-5,-3,3,19,19
O=C(COc1ccccc1)Nc1ccccc1C(=O)NCc1ccco1,1,0.4,-2,1,2,-5,16,-15
O=C(NCC(=O)N1CCN(c2ccccn2)CC1)c1ccc(Br)o1,2,-2.8,-9,2,1,3,-3,-14
CC1CCc2cc(F)ccc2N1C(=O)CSc1nnc2c(n1)[nH]c1ccccc12 (centres undefined),-4,9.9,13,-5,1,-4,-8,-3
Cc1ccccc1N=CC=C1OC(C)(C)C(C)(C)O1,1,0.3,3,-8,-5,2,-2,2
CC(C)CCNC(=O)c1ccccc1NC(=O)C1=CSCCO1,0,-2.4,-8,-1,-3,2,9,-1
Nc1cc(C(=O)OCC(=O)NC(c2ccccc2)c2ccccc2)ccc1Cl,-1,1.8,-7,-6,-1,-12,0,24
COc1ccccc1NC(=S)NC(=O)C(C)C,1,-0.3,6,-5,-2,1,2,0
COc1ccc(CC(=O)OCC(=O)NC2CCCCC2)cc1,-4,-0.5,-12,-9,-1,5,-6,2
Cc1cccc(NC(=O)C2CCN(S(=O)(=O)c3cccc4nonc34)CC2)c1,-6,1.0,22,-3,1,-4,14,-2
C/C=C/C1=CC(=O)C[C@H](c2ccc(F)cc2)C1,-4,1.1,-6,-6,0,4,3,10
COc1ccc(C(C(=O)NC(C)(C)C)N(C(=O)CCC(=O)Nc2cc(C)on2)c2ccccc2F)cc1 (centres undefined),0,-0.3,-12,-5,2,-1,4,-6
CC(NC(=O)C(=O)N1CCCCC1)C(c1cccs1)N1CCN(c2ccccc2F)CC1 (centres undefined),2,-0.6,37,1,1,4,-4,3
Cc1ccc(OCC(=O)N(Cc2ccccc2)c2ccccn2)cc1,-1,1.2,0,-7,0,5,7,26
Cc1onc(-c2ccccc2)c1C(=O)NCc1ccc(Cl)cc1,2,2.0,22,-5,0,0,18,-3
COCCCNc1c2c3c(cccc3[nH]c1=O)C(=O)c1ccccc1-2,-360,2.4,-18,-127,-53,-12,1,-4
CCN=C1S/C(=C\c2cc(OCC)c(O)cc2Br)C(=O)N1CC,5,67*,-6,.,.,8,26,9
CN(C)S(=O)(=O)c1cccc(NC(=O)COC(=O)/C=C/c2ccco2)c1,-1,1.5,3,0,22,3,4,-11
CCCCn1c(N)c(N(CC(C)C)C(=O)c2cc(-c3ccco3)nc3ccccc23)c(=O)[nH]c1=O,-3,-0.8,-4,7,13,8,2,-4
CCN(CC(=O)Nc1ccc(OC)cc1)C(=O)c1ccc(NS(=O)(=O)c2ccc(C(C)=O)cc2)cc1,-2,-0.8,-9,-9,-4,5,13,-1
Cn1cnc(S(=O)(=O)NC2CCN(Cc3c(F)cccc3Cl)CC2)c1,-3,0.0,9,-2,2,-12,1,14
CN1CCN(C(c2cccnc2)c2ccc3cccnc3c2O)CC1 (centres undefined),4,-3.7,6,-5,-1,-12,-8,-3
CCCNC(=O)N[C@@H](CCSC)C(=O)OC,1,-1.8,-2,-7,-2,5,1,-1
Cc1ccc(S(=O)(=O)N2CCCCC2)cc1C(=O)Nc1ccccn1,-1,-0.8,-16,2,6,-1,6,-9
COc1ccc(/C=C\C(=O)CC(O)(c2ccccc2)C(F)(F)F)cc1 (centres undefined),-13,2.1,-2,-6,-2,-9,25,3
O=C(COc1ccccc1-c1ccccc1)NN=C1CCCC1,-1,-1.7,-10,-6,-2,4,11,-16
CCCNS(=O)(=O)c1ccc(OCC(=O)N2CCCC2)cc1,0,-1.3,-2,-3,-2,1,17,-15
Cc1cccc(NC(=O)Cn2c(=O)oc3ccccc32)c1,1,0.1,-6,0,1,0,4,-5
Cc1c(S(=O)(=O)N2CCN(C(c3ccccc3)c3ccccc3)CC2)c(=O)n(C)c(=O)n1C,5,-1.9,4,10,7,7,21,4
Cc1sc(C(=O)NCc2cccnc2)c2nc(C)n(CC(=O)NCc3cccnc3)c(=O)c12,1,-0.5,3,-4,0,-4,-1,6

# Some of these compounds in order of the APOBEC3A inh value, falling:
Structure	APOBEC3A inh
Cc1ccc(S(=O)(=O)N2CCCCC2)cc1C(=O)Nc1ccccn1	6
Cc1cccc(NC(=O)Cn2c(=O)oc3ccccc32)c1	1
CCCNS(=O)(=O)c1ccc(OCC(=O)N2CCCC2)cc1	-2

# Remaining list, next part
SMILES,NR3A LBD binder,MPTP block,Gli-Sufu block,APOBEC3G inh,APOBEC3A inh,CXCR6 block,CCR6 antagonist,EBI2 antag
Cc1ccc(S(=O)(=O)N2C(=O)CCC2C(=O)O/N=C(\N)c2ccccc2)cc1 (centres undefined),2,-0.8,4,-2,2,-3,-6,5
O=C(c1cc(F)c(F)cc1Cl)N1CCN(c2ncccn2)CC1,2,-0.3,4,-5,1,-6,16,-7
Cc1cc2c(c(N)n1)c(=O)oc1ccccc12,-1,0.8,-7,3,4,-2,10,10
CCOCCn1c(C(C)O)nc2ccccc21 (centres undefined),1,-7.1,-8,-5,2,5,9,-8
Clc1ccc(Cl)c2sc(N3CCCC3)nc12,-1,-2.5,2,-6,-4,-6,-6,1
COc1ccc(C(CC(=O)NCCN2CCOCC2)NS(=O)(=O)c2ccc(C)cc2)cc1 (centres undefined),0,-0.6,-3,-5,-1,-6,2,-9
COc1ccc(Cn2c(=O)[nH]c3cc(C(=O)NCCCN4CCCC4)ccc3c2=O)cc1,-1,-0.6,14,-1,1,1,8,-8
CC1Cc2ccccc2N1C(=O)C1CCCN1S(=O)(=O)c1ccc(Cl)cc1 (centres undefined),-3,1.1,99*,-1,-3,4,5,-1

# Grouped by structure: those above containing a nitro group on carbon.
SMILES,NR3A LBD binder,MPTP block,Gli-Sufu block,APOBEC3G inh,APOBEC3A inh,CXCR6 block,CCR6 antagonist,EBI2 antag
COc1ccc(-c2nc3cc([N+](=O)[O-])ccc3o2)cc1,1,3.4,-112,-8,2,-4,-6,3
COc1ccc(NS(=O)(=O)c2ccc(N3CCN(CCO)CC3)c([N+](=O)[O-])c2)cc1,0,2.1,51,-4,4,7,-5,-7

# High-throughput results deposited in PubChem by Sanford-Burnham Center for Chemical Genomics.
